# UTI89 phage lysis = inhibition of K1F phage lysis, E. coli UTI89, bacterial capsule biogenesis inhibitors, alamar blue (AID 488966). E. coli UTI89 K1F phage lysis, alamar blue, 2 h; higher % means a stronger effect. inhibition, % at 100 µM, or IC50 in µM where a hit was titrated. 340,000 compounds, 0.02% hits;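 active means phage lysis inhibition, versus mean bacterial control, above a set limit; inconclusive means no clear call, values can overlap the other calls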;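 further: capsule biogenesis inhibitors block K1F phage lysis so surviving cells raise fluorescence; higher fluorescence means more inhibition of phage lysis; actives were called in the ten point dose series up to 300 µM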
# human PMI inhibitors = human PMI inhibitors, high substrate, primary screen, biochemical, fluorescence intensity, high mannose 6-phosphate (AID 1220). recombinant PMI enzyme, coupled fluorescence intensity; higher % means a stronger effect. 190,000 compounds, 0.66% hits. Mannose-6-phosphate isomerase (Homo sapiens). inhibition, % at 20 µM; hits with a dose series show IC50 in µM
# M17LAP inhibition = P. falciparum M17LAP inhibitors, primary screen, biochemical, fluorogenic H-Leu-NHMec substrate, 1536-well (AID 1619); recombinant M17LAP, H-Leu-NHMec fluorogenic kinetic assay; higher % means a stronger effect; inhibition, % at 30 µM, or IC50 in µM where a hit was titrated; 220,000 compounds, 0.38% hits;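 active means compound inhibiting the enzyme by more than half at any dose during confirmatory dose-response retesting; inconclusive means strong single-dose inhibitors picked by rank but not retested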;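 further: plate controls were full reaction with DMSO carrier for no effect and no enzyme background for full effect; strong numbers were not always called active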
# West Nile virus CPE = West Nile virus antiviral activity, cell-based, CPE readout (AID 1621) | 290,000 compounds, 0.02% hits | CPE inhibition, % at 10 µM; hits with a dose series show IC50 in µM | West Nile virus-infected cells, CPE inhibition; higher % means a stronger effect; in the data active means a potency from the dose series; inconclusive means CPE inhibition mostly from about 3.7% at the one dose, without a potency; inactive means the rest, 99 in 100 with CPE inhibition below about 2.2%; further: strong numbers were not always called active
# human PMI inhibition = inhibitors of human PMI, primary screen, biochemical, fluorescence intensity, coupled assay (AID 1209); Mannose-6-phosphate isomerase (Homo sapiens); purified PMI enzyme, coupled fluorescence intensity; higher % means a stronger effect; one-dose inhibition, % at 20 µM; IC50 in µM for titrated hits; 190,000 compounds, 0.42% hits;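 further: plate controls were DMSO vehicle for no effect and wells lacking substrate for full effect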
# RSV antiviral HEp-2 = RSV antiviral activity via CPE protection, HEp-2 cells, primary 10 µM value included (AID 2391) | CPE inhibition, % at 10 µM, or IC50 in µM where a hit was titrated | 310,000 compounds, 0.13% hits | HEp-2 cells, RSV-induced CPE inhibition; higher % means a stronger effect; in the data active means a potency from the dose series; inconclusive means CPE inhibition mostly from about 23% at the one dose, without a potency; inactive means the rest, 99 in 100 with CPE inhibition below about 21%; further: strong numbers were not always called active
# M1AAP inhibition = P. falciparum M1AAP inhibitors, biochemical, fluorogenic H-Leu-NHMec substrate, 1536-well (AID 1445) | Aminopeptidase N (Plasmodium falciparum (isolate 3D7)) | recombinant M1AAP, H-Leu-NHMec fluorogenic kinetic assay; higher % means a stronger effect | inhibition, % at 30 µM, or IC50 in µM where a hit was titrated | 220,000 compounds, 0.42% hits;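 active means primary inhibition above the hit cutoff, then over 50% inhibition at one or more dose response concentrations, cut at about 23% in these data, passing the limit was not always enough; inconclusive means conflicting primary data, or primary hits not chosen for dose response; inactive means low primary inhibition, or under 50% at every dose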;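 further: plate controls were DMSO full reaction for no effect and no enzyme background for full effect; strong numbers were not always called active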
# T cell modulator = modulators of CD8 T cell-vesicle binding, primary screen, mouse 2C CD8+ T cells, flow cytometry. 2C CD8+ T cell-vesicle binding; stronger effect = lower value. 330,000 compounds, 0.068% hits. calls only at 7 µM. AID 2052, 2009;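 active means response, share of CD8 T cells binding vesicles, and their 90th percentile fluorescence all below set limits, cut at about 80% in these data, passing the limit was not always enough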
#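 Material: murine 2C transgenic CD8+ T lymphocytes / Also added: QL9-peptide-loaded Drosophila micro-vesicles bearing Ld, ICAM-1 and B7-1 / Schedule: binding step 1.5 h, 37 °C, antibody labelling 20 min, ice / Signal: flow cytometry, PE anti-B7-1 (FL2) versus Alexa647 anti-CD8 (FL8), PFA-fixed / Evaluation: percent CD8+ FL2 mean versus row control / Benchmarks: naked versus QL9-loaded vesicles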
# TNAP activation fold = human TNAP enzyme activators, primary screen, biochemical, luminescent, no phosphate acceptor, uHTS (AID 1001); activation fold at 20 µM, or EC50 in µM where a hit was titrated; 200,000 compounds, 0.03% hits; purified TNAP, luminescent activation assay, no phosphate acceptor; higher activation fold means a stronger effect; Alkaline phosphatase, tissue-nonspecific isozyme (Homo sapiens); in the data active means activation fold from about 3, or a potency from the dose series; inactive means the rest, 99 in 100 with activation fold below about 1.6; further: many of its hits are not listed in these tables
# T cell modulator vesicle-bound % = second read-out of T cell modulator, no call of its own (marks repeat the call); double positive events, %; measured here: CD8+ vesicle-bound cell fraction;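 binding gate set so that unloaded-vesicle control wells show 10% double positive cells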
# Numbers without * were called inactive; i = inactive; ? = inconclusive; / = no result given; [ ] = another dose, or the depositor's remark. Unless noted, no stated cut-off is given here; in the data, active means inhibition above about 50%; inactive means the rest.
entry	molecule	UTI89 phage lysis	human PMI inhibitors	M17LAP inhibition	West Nile virus CPE	human PMI inhibition
1	COC(=O)/C(=C(O)\C=C\c1ccccc1[N+](=O)[O-])c1nc2ccccc2[nH]1	-0.2%	/	/	-0.2%	/
2	CC(C)CC(NC(N)=O)C(=O)Nc1ccc(Oc2ccccc2)cc1 (stereo not drawn)	1.1%	15%	6%	-0.5%	4%
3	Cc1cc(C2=NNC(=NC3CCCCC3)SC2)c(C)n1-c1c(C)n(C)n(-c2ccccc2)c1=O	0.3%	12%	1%	0.0%	1%
4	C=CCNC(=O)c1onc(CSc2cccc3ccccc23)c1C(=O)O	-2.7%	8%	31%	0.2%	7%
5	Cn1c(=O)[nH]c(=O)c2c1nc(CN1CCOCC1)n2CCc1ccccc1	-0.2%	0%	-3%	-0.7%	0%
6	Cc1ccc(NC(=O)CSc2nnc3ccccn23)cc1S(=O)(=O)N1CCOCC1	0.5%	-3%	11%	0.3%	-1%
7	CN(C)c1ccc(/C=N\S(=O)(=O)c2ccccc2)cc1	2.5%[50 µM]	-4%	9%	-0.2%	9%
8	COc1ccc([N+](=O)[O-])cc1/C=N/Nc1nc(N2CCCCC2)nc(N2CCCCC2)n1	-0.5%	8%	-5%	-0.6%	3%
9	Cc1ccc(S(=O)(=O)n2nc(-c3cccnc3)nc2N)cc1	0.1%	-4%	-8%	0.2%	-10%
10	CC(C)c1ccccc1NC(=O)COC(=O)c1cccnc1	-0.2%	/	/	0.1%	/

entry	RSV antiviral HEp-2	M1AAP inhibition	T cell modulator	T cell modulator vesicle-bound %	TNAP activation fold
1	3.9%	/	i	31	/
2	-1.5%	6%	i	50	1.1
3	3.0%	9%	i	58	1.1
4	22%	11%	/	/	1.1
5	0.9%	-2%	i	29	1
6	1.5%	2%	i	63	1.1
7	-0.2%	-3%	i	46	1.2
8	5.3%	8%	i	38	1.1
9	-0.7%	0%	i	56	1.1
10	1.6%	/	i	11	/

# The results go on:
entry	molecule	UTI89 phage lysis	human PMI inhibitors	M17LAP inhibition	West Nile virus CPE	human PMI inhibition
11	COc1ccc(NS(=O)(=O)c2cccc(C(=O)N3CCN(Cc4cc(OC)ccc4OC)CC3)c2)cc1	0.0%	/	/	-0.4%	/
12	CC1CN(C(=O)C2CCCN2S(=O)(=O)c2ccc(Cl)cc2)CC(C)O1 (stereo not drawn)	2.1%[50 µM]	-10%	5%	0.8%	-6%
13	COc1ccc(OCC(O)CNC(=O)Nc2cc(C)cc(C)c2)cc1 (stereo not drawn)	0.4%	/	5%	-0.2%	/
14	Cn1nnnc1SCCNC/C=C/c1ccccc1	9.2%	-3%	-3%	0.2%	-7%
15	O=C(O)c1ccccc1-c1nc2ccccc2c(=O)[nH]1	0.1%	0%	17%	0.3%	-14%
16	CCCCCCCCC(=O)NNC(=O)c1c(O)c2ccccc2n(CC)c1=O	-0.4%	-40%	5%	-1.2%	-16%
17	Cc1cccc(N(CC(=O)NCCc2ccccc2)C(=O)c2csnn2)c1	0.1%	/	/	-0.7%	/
18	Cc1cc(Cl)c2ccc(Cl)cc2n1	1.8%	/	-2%	-0.1%	/
19	NC(=O)c1c(NC(=O)C(=O)N2CCOCC2)sc2c1CCC2	0.1%	/	/	0.6%	/
20	Cn1nc(C(C)(C)C)c([N+](=O)[O-])c1C(=O)Nc1cccc2ccccc12	0.9%	/	13%	-0.2%	/

entry	RSV antiviral HEp-2	M1AAP inhibition	T cell modulator	T cell modulator vesicle-bound %	TNAP activation fold
11	11%	/	i	64	/
12	0.2%	10%	i	21	1
13	1.3%	-1%	i	32	/
14	0.2%	1%	i	36	0.9
15	0.6%	8%	i	10	1.1
16	10%	-1%	i	38	1.2
17	0.1%	/	i	17	/
18	0.7%	0%	i	59	/
19	1.6%	/	i	33	/
20	?	3%	i	8	/

# More compounds
entry	molecule	UTI89 phage lysis	human PMI inhibitors	M17LAP inhibition	West Nile virus CPE	human PMI inhibition
21	O=C(Nc1ccc(Cl)cc1)c1ccc2ncsc2c1	-0.2%	/	/	-0.8%	/
22	Cc1cc(C)n(-c2cccc3cccnc23)n1	0.1%	7%	-7%	0.5%	5%
23	CC(=O)c1c(C)nc(-c2ccc(Cl)cc2)nc1N=CN(C)C	0.3%	14%	2%	-0.7%	14%
24	Cc1ccc(OCCOCCn2cnc3ccccc3c2=O)c([N+](=O)[O-])c1	0.5%	52%*	14%	-1.4%	-3%
25	COc1ccc(S(=O)(=O)N2CCC(C(=O)NCc3cccnc3)CC2)cc1Cl	0.7%	/	/	-0.4%	/
26	Cc1cccc(N2C(=O)N(c3ccccc3C)C3CS(=O)(=O)CC32)c1 (stereo not drawn)	-0.1%	-8%	0%	0.3%	-3%
27	Cc1ccccc1NC(=O)CC1SC(=O)N(c2ccccc2)C1=O (stereo not drawn)	-0.6%	0%	0%	-0.5%	-3%
28	Cc1nn(Cc2c(F)c(F)c(F)c(F)c2F)c(C)c1NC(=O)c1c([N+](=O)[O-])cnn1C	1.6%	5%	0%	-0.7%	5%
29	OC(CN1CCCC1)Cn1ccc2ccccc21 (stereo not drawn)	-0.1%	/	/	-0.1%	/
30	CCOC(=O)c1nnn(-c2nonc2N)c1CS(=O)(=O)c1ccccc1	0.1%	6%	6%	0.4%	7%

entry	RSV antiviral HEp-2	M1AAP inhibition	T cell modulator	T cell modulator vesicle-bound %	TNAP activation fold
21	3.0%	/	i	45	/
22	0.8%	2%	i	57	1.1
23	39%	-2%	i	2	1.2
24	21%	3%	i	38	1.1
25	0.7%	/	i	17	/
26	2.3%	10%	i	38	1
27	1.8%	8%	i	29	0.6
28	1.2%	0%	i	50	1.1
29	-0.1%	/	i	40	/
30	2.0%	3%	i	20	1.1

# (next part)
entry	molecule	UTI89 phage lysis	human PMI inhibitors	M17LAP inhibition	West Nile virus CPE	human PMI inhibition
31	O=C(C1=C[C@H](c2ccc(Br)cc2)C[C@H](OCCCCO)O1)N1CCN(Cc2ccc3c(c2)OCO3)CC1	-1.1%	18%	2%	-0.9%	17%
32	CCC(C)(C)NC(=O)C(c1ccc(OC)cc1)N(C(=O)CCC(=O)Nc1cc(C)on1)c1cc(OC)ccc1OC (stereo not drawn)	-0.2%	/	/	-0.9%	/
33	Cc1cccc(NC(=O)CN2C(=O)N/C(=C\c3ccc(N4CCOCC4)cc3)C2=O)c1	0.1%	21%	10%	0.1%	21%
34	CC(C)CNC1CCS(=O)(=O)C1 (stereo not drawn)	0.1%	/	6%	0.2%	/
35	CCCN1C(=O)N(C)C(N(O)C(=O)NC)C1(C)C (stereo not drawn)	0.9%	6%	2%	0.0%	7%
36	O=C(NNC(=S)Nc1ccc(Br)cc1)c1ccccc1Br	0.8%[50 µM]	/	/	-0.1%	/
37	O=C(CSc1nc2ccc(Nc3nc(N4CCCC4)nc(N4CCCC4)n3)cc2s1)NCc1ccco1	0.1%	/	22%	1.7%	/
38	CN(CCOc1ccccc1)C(=O)C1CCC(=O)N(CCc2ccc(Cl)cc2)C1 (stereo not drawn)	-0.3%	/	/	-1.1%	/
39	Cc1ccc(C2CC(=O)C=C(Nc3ccc(Cl)cc3)C2)cc1 (stereo not drawn)	2.9%[50 µM]	5%	-5%	-1.0%	8%
40	Clc1ccc(-[n+]2c(-c3cccc(Br)c3)[nH]c3nc4ccccc4nc32)cc1	/	/	-6%	0.0%	/

entry	RSV antiviral HEp-2	M1AAP inhibition	T cell modulator	T cell modulator vesicle-bound %	TNAP activation fold
31	12%	5%	i	37	1.1
32	0.0%	/	i	44	/
33	0.5%	0%	i	3	1.1
34	1.2%	-6%	i	26	/
35	2.4%	7%	i	50	1.1
36	15%	/	i	62	/
37	5.8%	5%	i	14	/
38	1.9%	/	i	48	/
39	3.3%	5%	i	24	1.1
40	/	9%	i	16	/

# Going on with the list.
entry	molecule	UTI89 phage lysis	human PMI inhibitors	M17LAP inhibition	West Nile virus CPE	human PMI inhibition
41	COc1ccc(CS(=O)(=O)CC(C)(O)c2ccccc2Cl)cc1 (stereo not drawn)	-0.2%	/	/	-0.5%	/
42	COCCn1c(SC(C(=O)Nc2cc(C)ccc2OC)c2ccccc2)nnc1-c1ccc(Cl)cc1 (stereo not drawn)	2.3%[50 µM]	15%	0%	-1.3%	9%
43	Cc1ccc(C(=O)Nc2nccs2)s1	-0.1%	/	/	-0.2%	/
44	Cc1cc(N/N=C/c2ccccc2F)c2ccccc2n1	0.3%	-9%	1%	-0.4%	-14%
45	CC(Cn1cncn1)NC(=O)c1cc(COc2cccc(C(F)(F)F)c2)on1 (stereo not drawn)	-0.1%	/	/	0.4%	/
46	O=c1oc2c(CN3CCOCC3)c(O)ccc2c2c1CCC2	0.5%	14%	-437%	-0.2%	6%

entry	RSV antiviral HEp-2	M1AAP inhibition	T cell modulator	T cell modulator vesicle-bound %	TNAP activation fold
41	1.2%	/	i	51	/
42	14%	8%	i	7	1.1
43	5.4%	/	i	54	/
44	-0.6%	3%	i	43	1.1
45	1.6%	/	i	32	/
46	-1.4%	?	i	42	1.1

# From PubChem
